Screening data deposited in PubChem by several laboratories.
HePTP inhibitor: human HePTP phosphatase inhibition. recombinant HePTP phosphatase activity, OD absorbance. inhibition, % at 20 µM. P35236. hit rate 0.64% among 110,000; in the data active = inhibition above about 50%;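 also: plate controls were vehicle for no effect and reference inhibitor for full effect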
Target sequence (P35236 whole entry, looked up): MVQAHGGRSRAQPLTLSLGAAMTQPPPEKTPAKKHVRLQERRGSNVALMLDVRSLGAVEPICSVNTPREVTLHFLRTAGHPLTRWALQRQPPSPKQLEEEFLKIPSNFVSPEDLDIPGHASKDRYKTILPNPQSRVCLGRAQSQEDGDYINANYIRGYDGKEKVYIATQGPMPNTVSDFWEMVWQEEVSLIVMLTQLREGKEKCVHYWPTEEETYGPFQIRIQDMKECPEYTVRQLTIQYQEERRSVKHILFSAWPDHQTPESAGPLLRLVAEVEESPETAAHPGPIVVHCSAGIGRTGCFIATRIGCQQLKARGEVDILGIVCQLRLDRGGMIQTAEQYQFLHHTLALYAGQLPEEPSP
BAP1 inh: human BAP1 deubiquitinase inhibition. Q92560. recombinant BAP1, Ub-AMC hydrolysis fluorescence kinetic; stronger effect = lower value. activity remaining (% of control), % at 20 µM. hit rate 0.48% among 72,000. AID 436;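 active = activity remaining at or below 50% of control, provided the compound also passes the data quality filters; inactive = the rest, including low values that fail the filters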;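 also: 100% = DMSO wells rate and 0% = substrate alone blank rate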
Target sequence (Q92560 whole entry, looked up): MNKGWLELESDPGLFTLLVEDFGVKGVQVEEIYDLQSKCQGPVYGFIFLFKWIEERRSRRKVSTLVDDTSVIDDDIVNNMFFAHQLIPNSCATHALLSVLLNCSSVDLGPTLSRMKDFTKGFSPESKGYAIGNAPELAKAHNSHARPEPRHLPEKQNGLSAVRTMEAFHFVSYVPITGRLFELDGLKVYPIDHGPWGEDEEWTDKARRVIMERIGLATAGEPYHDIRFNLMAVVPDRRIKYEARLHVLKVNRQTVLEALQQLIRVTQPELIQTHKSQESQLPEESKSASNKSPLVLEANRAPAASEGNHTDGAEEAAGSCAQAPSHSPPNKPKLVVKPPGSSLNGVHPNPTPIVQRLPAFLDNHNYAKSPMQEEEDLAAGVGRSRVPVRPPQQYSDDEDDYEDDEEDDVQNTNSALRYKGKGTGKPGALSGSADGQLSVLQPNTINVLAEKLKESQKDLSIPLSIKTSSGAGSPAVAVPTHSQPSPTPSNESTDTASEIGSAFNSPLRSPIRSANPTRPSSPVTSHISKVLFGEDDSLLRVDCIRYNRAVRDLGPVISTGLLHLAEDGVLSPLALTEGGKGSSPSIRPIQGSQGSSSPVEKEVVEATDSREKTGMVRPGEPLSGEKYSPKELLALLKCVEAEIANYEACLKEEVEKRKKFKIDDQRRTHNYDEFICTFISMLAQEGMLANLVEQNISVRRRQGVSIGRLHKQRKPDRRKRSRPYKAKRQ
* hit, by the source's call; & = joins results of further samples. Not a hit list. About 0.79% of those tested had a hit in this group.

What do the screens show for `O=C(NCc1ccncc1)c1nnc(Cc2c(F)cccc2Cl)o1`?
HePTP inhibitor: 5.4; BAP1 inh: 105.5

Results for O=C(CCSCCc1ccncc1)NCCCN1CCOCC1 ?
HePTP inhibitor: 0.0; BAP1 inh: 92.2

How did N/C(=N\OC(=O)COc1ccc2ccccc2c1)c1ccc(Cl)cc1 do in these assays?
HePTP inhibitor: 6.4

Results for CC(=O)Nc1ccc2c(c1)nc(CCN1CCOCC1)n2C ?
HePTP inhibitor: 3.8; BAP1 inh: 90.8

How did COc1ccc(C(=O)Nc2cc3cccc([N+](=O)[O-])c3oc2=O)c(Cl)c1 do in these assays?
BAP1 inh: 56.4

What do the screens show for `CCCC1CCC(c2ccc(OCC)cc2)=CC1=O` (stereo unspecified)?
HePTP inhibitor: -3.0

Results for O=C(CN1C(=O)c2ccccc2C1=O)Nc1ccccc1C(=O)N1CCCC1 ?
HePTP inhibitor: 0.5; BAP1 inh: 90.5

Results for Cc1c(C(=O)O)oc2ccc(S(=O)(=O)NCc3ccc4c(c3)OCO4)cc12 ?
HePTP inhibitor: 2.0; BAP1 inh: 102.4

Results for COc1ccc(C(=O)NCCc2cccc(Cl)c2)cc1OC ?
HePTP inhibitor: -10.7

How did O=[N+]([O-])c1cc2c(cc1/C=N/NS(=O)(=O)c1ccccc1)OCO2 do in these assays?
HePTP inhibitor: -9.8

How did COCCOC(=O)C1=C(C)NC2=C(C(=O)CCC2)C1c1ccc(Cl)cc1Cl (stereo unspecified) do in these assays?
HePTP inhibitor: 2.2

How did COc1ccc(C(OC(=O)NC(O)C(Cl)(Cl)Cl)P(=O)(OC(C)C)OC(C)C)cc1 (stereo unspecified) do in these assays?
HePTP inhibitor: -1.5

Results for Cn1c(=O)c2c(nc(N3CCCC3)n2CCCc2ccccc2)n(C)c1=O ?
BAP1 inh: 111.8

Results for CCN(CC)S(=O)(=O)c1cc(C(=O)Nc2cccc(C(=O)O)c2)ccc1C ?
HePTP inhibitor: 5.1

What do the screens show for `Cc1ccccc1N1C(=O)c2ccc(-c3nc4ccccc4c(=O)o3)cc2C1=O`?
HePTP inhibitor: 3.4

What do the screens show for `CCOC(=O)C1=C(N)OC2=C(C(=O)CCC2)C1c1ccc2c(c1)OCO2` (stereo unspecified)?
BAP1 inh: 144.5

How did CC(=O)Nc1ccc(N=Cc2nc(-c3ccc(C)cc3)oc2O)cc1 do in these assays?
HePTP inhibitor: 10.0; BAP1 inh: 63.4

How did O=C1/C(=C/c2cccc(Br)c2)SC(=S)N1CCCC(=O)N1CCCc2ccccc21 do in these assays?
HePTP inhibitor: 4.4

Results for O=C(/C=C/c1ccco1)Nc1ccc(O)cc1C(=O)O ?
HePTP inhibitor: 98.0*

What do the screens show for `Cn1c(=O)c2cc(S(=O)(=O)N3CCC(c4ccccc4)CC3)ccc2n(C)c1=O`?
HePTP inhibitor: 8.4; BAP1 inh: 74.0

Brought forward from above: seven entries, then new ones.
Results for CCN(CC)S(=O)(=O)c1cc(C(=O)Nc2cccc(C(=O)O)c2)ccc1C ?
HePTP inhibitor: 5.1

What do the screens show for `Cc1ccccc1N1C(=O)c2ccc(-c3nc4ccccc4c(=O)o3)cc2C1=O`?
HePTP inhibitor: 3.4

What do the screens show for `CCOC(=O)C1=C(N)OC2=C(C(=O)CCC2)C1c1ccc2c(c1)OCO2` (stereo unspecified)?
BAP1 inh: 144.5

How did CC(=O)Nc1ccc(N=Cc2nc(-c3ccc(C)cc3)oc2O)cc1 do in these assays?
HePTP inhibitor: 10.0; BAP1 inh: 63.4

How did O=C1/C(=C/c2cccc(Br)c2)SC(=S)N1CCCC(=O)N1CCCc2ccccc21 do in these assays?
HePTP inhibitor: 4.4

Results for O=C(/C=C/c1ccco1)Nc1ccc(O)cc1C(=O)O ?
HePTP inhibitor: 98.0*

What do the screens show for `Cn1c(=O)c2cc(S(=O)(=O)N3CCC(c4ccccc4)CC3)ccc2n(C)c1=O`?
HePTP inhibitor: 8.4; BAP1 inh: 74.0

What do the screens show for `CCOC(=O)c1ccc(NC(=O)Nc2nc(-c3ccccc3)cs2)cc1`?
HePTP inhibitor: 6.7

Results for O=C1Nc2cc(Cl)cnc2N2CCCC12 (stereo unspecified) ?
HePTP inhibitor: 1.7; BAP1 inh: 78.8

How did COc1ccc(N(CC(=O)NC2CCCCC2)S(=O)(=O)c2cccnc2)cc1 do in these assays?
HePTP inhibitor: 5.0; BAP1 inh: 101.0

What do the screens show for `Cc1ccc(-n2nnnc2SC(C)C(=O)Nc2ccc(Cl)cn2)cc1` (stereo unspecified)?
HePTP inhibitor: 13.1; BAP1 inh: 67.8

What do the screens show for `COc1cc(C2Nc3ccccc3C(=O)N2c2ccc(F)cc2)cc(OC)c1OC` (stereo unspecified)?
HePTP inhibitor: 3.5

How did CC1=C(C(=O)Nc2ccc(Cl)cc2)C(c2ccc([N+](=O)[O-])cc2)NC(=S)N1 (stereo unspecified) do in these assays?
HePTP inhibitor: -5.0

How did CCN(CC)c1ccc(C2C(C(=O)OC(C)C)C(=O)CC(C)(O)C2C(=O)OC(C)C)cc1 (stereo unspecified) do in these assays?
HePTP inhibitor: 4.5

How did O=C(CSc1nnc(-c2cccs2)n1-c1ccccc1)NCC1CCCO1 (stereo unspecified) do in these assays?
HePTP inhibitor: 6.8

How did Cc1noc(C)c1S(=O)(=O)N1CCC(C(=O)N2CCN(c3ccc(F)cc3)CC2)CC1 do in these assays?
HePTP inhibitor: 0.4; BAP1 inh: 111.4

What do the screens show for `Cc1ccccc1OCC(=O)Nc1ccc2c(c1)OCO2`?
HePTP inhibitor: 1.6; BAP1 inh: 95.5

Results for COc1ccc(-c2nn(C)c3sc(C(=O)NCc4ccco4)cc23)cc1OC ?
HePTP inhibitor: 3.3

Results for O=C(NCCN1CCOCC1)c1cc2sccc2n1Cc1ccc(F)cc1 ?
HePTP inhibitor: 10.9; BAP1 inh: 109.0

Results for COc1ccc(C(c2c(O)ccc3ccccc23)N2CCOCC2)c(OC)c1 (stereo unspecified) ?
HePTP inhibitor: -14.2

What do the screens show for `CCc1ccc(C(=O)/C=C/c2cccc([N+](=O)[O-])c2)cc1`?
HePTP inhibitor: 5.8

Results for COC(=O)c1[nH]c2c(c1C)C(=O)CC(c1ccccc1)C2 (stereo unspecified) ?
HePTP inhibitor: -11.3; BAP1 inh: 75.2

What do the screens show for `OC1(C(F)(F)F)CC(c2ccccc2)=NO1` (stereo unspecified)?
HePTP inhibitor: 3.9

Results for Oc1c(C(c2ccco2)N2CCN(C(c3ccccc3)c3ccccc3)CC2)sc2ncnn12 (stereo unspecified) ?
HePTP inhibitor: -3.8; BAP1 inh: 70.0

How did O=C(CSc1ncnc2c1oc1ccccc12)N1CCCc2ccccc21 do in these assays?
HePTP inhibitor: -2.3; BAP1 inh: 82.3

What do the screens show for `O=C(NCc1cccs1)C1CCCN(S(=O)(=O)c2cccs2)C1` (stereo unspecified)?
HePTP inhibitor: -1.5; BAP1 inh: 91.0

Results for CC(=O)Nc1ccc(S(=O)(=O)NC2(C(F)(F)F)NC(=O)N(C3CCCC3)C2=O)cc1 (stereo unspecified) ?
HePTP inhibitor: 9.5; BAP1 inh: 67.2

Results for Fc1ccc(-c2nc(-c3cccnc3)no2)cc1 ?
HePTP inhibitor: 2.2

Results for CCC(=O)OCc1cc2cccc(C)c2[nH]c1=O ?
HePTP inhibitor: 2.5; BAP1 inh: 75.0

How did Clc1ccc2oc(-c3ccccc3)nc2c1 do in these assays?
HePTP inhibitor: -2.7

How did CCOc1ccc(Oc2nc(NCC(C)C)nc(N(C)C)n2)nn1 do in these assays?
HePTP inhibitor: 9.9; BAP1 inh: 67.6

Results for Cc1cc(C(=O)N2CCc3ccccc32)n(-c2ccccc2)n1 ?
HePTP inhibitor: 5.9; BAP1 inh: 97.6

Results for O=C1NCCCC1C(=O)N1CCN(C(=O)C2CCCNC2=O)CC1 (stereo unspecified) ?
HePTP inhibitor: 5.8; BAP1 inh: 97.9

Results for FC(F)(F)c1ccc2c(c1)nc1n2CCCC1 ?
HePTP inhibitor: -6.3; BAP1 inh: 90.7

Results for O=C1NC(=Nc2ccc(Cl)cc2)SC1Cc1cccc(C(F)(F)F)c1 (stereo unspecified) ?
HePTP inhibitor: 1.5

How did N#Cc1c(N=Cc2c[nH]c3ccccc23)oc(-c2ccccc2)c1-c1ccccc1 do in these assays?
BAP1 inh: 139.3

Results for Cc1c(/C(O)=C2/C(=O)C(=O)N(CCCN3CCOCC3)C2c2ccncc2)cnn1-c1ccccc1 (stereo unspecified) ?
HePTP inhibitor: 5.1; BAP1 inh: 78.8

Results for O=C1c2ccccc2S(=O)(=O)N1CC(O)Cn1c2ccccc2c2ccccc21 (stereo unspecified) ?
HePTP inhibitor: 6.2; BAP1 inh: 75.5

What do the screens show for `O=C(Nc1ccccc1)Nc1nnc(-c2ccccc2)s1`?
HePTP inhibitor: -9.5

What do the screens show for `O=C(c1ccc(COc2c(F)c(F)c(F)c(F)c2F)o1)N1CCOCC1`?
HePTP inhibitor: 9.4; BAP1 inh: 106.5

Results for CCc1ccc(NC(=O)COc2ccc(C)c(C)c2)cc1 ?
HePTP inhibitor: -2.4

Results for COc1ccc(CN2CC=C(Cc3ccccc3)CC2)cc1 ?
HePTP inhibitor: -0.6

Results for O=S(=O)(NC1CCCCC1NS(=O)(=O)c1ccc(F)cc1)c1ccc(F)cc1 (stereo unspecified) ?
HePTP inhibitor: 8.9; BAP1 inh: 65.7

Results for Cc1ccc2nc(-c3cccc(NC(=S)NC(=O)c4ccco4)c3)oc2c1 ?
HePTP inhibitor: 5.9

What do the screens show for `N#Cc1ccc(COc2ccc(CCO)cc2-n2nc3ccccc3n2)cc1`?
HePTP inhibitor: -2.2; BAP1 inh: 107.4

How did CCOc1c(Br)cc(/C=C2\C(=O)NC(=O)N(c3cccc(C)c3)C2=O)cc1OC do in these assays?
HePTP inhibitor: 13.3

How did COc1ccccc1OCC(=O)Nc1cccc(C(=O)O)c1 do in these assays?
HePTP inhibitor: 2.3

Results for COc1c(O)ccc(/C=N/NC(=O)c2cccnc2)c1[N+](=O)[O-] ?
HePTP inhibitor: -16.2

How did CCOc1ccc(S(=O)(=O)N(CC(=O)NC2CCCCC2)c2ccc(C)cc2)cc1 do in these assays?
HePTP inhibitor: 8.5

What do the screens show for `CSc1nc2ccc(S(=O)(=O)N3CCc4ccccc43)cc2s1`?
HePTP inhibitor: 7.4; BAP1 inh: 68.3

How did COc1ccc(C(=O)NC(c2ccccc2)c2ccccc2)cc1OC do in these assays?
HePTP inhibitor: 6.0

How did Cc1ccc(NC(=O)c2cc3ccc(O)cc3oc2=N)cc1 do in these assays?
BAP1 inh: 125.5

Results for O=C(Nc1ccncc1)c1cc2ccccc2o1 ?
HePTP inhibitor: 2.9&-5.2; BAP1 inh: 89.0

Results for O=C(Nc1ccccc1O)c1cc(Cl)ccc1Cl ?
HePTP inhibitor: 4.3

Results for COc1ccc(C2C(C(C)=O)=C(O)C(=O)N2c2cccnc2)c(OC)c1 (stereo unspecified) ?
HePTP inhibitor: -5.0; BAP1 inh: 98.1

What do the screens show for `Cn1nnc2cc(C(=O)N3CCCCCC3)ccc21`?
HePTP inhibitor: 7.8; BAP1 inh: 104.6

How did CCOC(=O)CC(=O)CSc1nc(C)nc2c1oc1ccccc12 do in these assays?
HePTP inhibitor: 8.9; BAP1 inh: 98.1

Results for O=C(Nc1ccc2c(c1)OCO2)c1nn(-c2ccccc2)c(=O)c2ccccc12 ?
HePTP inhibitor: 12.1; BAP1 inh: 70.5

Results for O=C(NCc1ccco1)c1cc2ccccc2c(=O)o1 ?
HePTP inhibitor: 7.6; BAP1 inh: 75.4

Results for CCOc1ccccc1NC(=O)CSCc1ccc(Cl)cc1Cl ?
HePTP inhibitor: 4.3

How did O=C(/C=C(\O)c1ccccc1)C(=O)Nc1ccc(C(=O)O)cc1 do in these assays?
HePTP inhibitor: 8.7

Results for COc1cccc(-c2cc(C(=O)NCCc3ccccc3)no2)c1 ?
HePTP inhibitor: 11.5; BAP1 inh: 104.5

How did C=CCOC(=O)C1=C(C)OC(N)=C(C#N)C1c1ccccc1F (stereo unspecified) do in these assays?
HePTP inhibitor: 9.4; BAP1 inh: 103.3

How did COc1ccc(N2C(=O)S/C(=C/c3cccc(Br)c3)C2=O)cc1 do in these assays?
HePTP inhibitor: -3.0

How did CCOC(=O)c1ccn(-c2nc(-c3ccco3)cc(C(F)(F)F)n2)n1 do in these assays?
HePTP inhibitor: 2.3; BAP1 inh: 74.0

What do the screens show for `CNC(=O)c1cc2c(=O)n3cc(C)ccc3nc2n(C(C)C)c1=N`?
HePTP inhibitor: 2.4

Results for CCOc1ccc(N(CC(=O)NCc2ccc(Cl)cc2)S(=O)(=O)c2ccc(Br)cc2)cc1 ?
HePTP inhibitor: 102.8*

What do the screens show for `O=C(NC(=S)Nc1cccc(F)c1)c1ccccc1`?
HePTP inhibitor: 8.3

What do the screens show for `CCOC(=O)CN1C(=O)C(CC)Oc2ccc(Cl)cc21` (stereo unspecified)?
HePTP inhibitor: 2.6; BAP1 inh: 104.5

Results for CC(=O)Nc1ccc(S(=O)(=O)N2CCSC2c2ccccc2Cl)cc1 (stereo unspecified) ?
HePTP inhibitor: 8.9; BAP1 inh: 91.4

What do the screens show for `C=CCN(CC=C)C(=O)COc1ccccc1`?
HePTP inhibitor: 1.2

What do the screens show for `Cc1ccc(-c2nc3cc(Cl)cc(Cl)c3o2)cc1NC(=O)c1ccc2c(c1)OCCO2`?
HePTP inhibitor: 5.2

How did O=C(NCc1ccc2[nH]c3c(c2c1)CCCC3)N1CCOCC1 do in these assays?
HePTP inhibitor: -3.4; BAP1 inh: 98.4

Results for CN(C)/C=N/c1c(C#N)cnn1-c1ncnc2sc(-c3ccccc3)cc12 ?
HePTP inhibitor: 0.0

What do the screens show for `COC(=O)c1ccc(C(=O)OC)c(NC(=O)C(C)Oc2ccccc2)c1` (stereo unspecified)?
HePTP inhibitor: 3.9

What do the screens show for `Cc1ccc(C)c(N2C(=O)CC(Cc3ccc(Cl)cc3)C2=O)c1` (stereo unspecified)?
HePTP inhibitor: -6.3

Results for CCN(CC)S(=O)(=O)c1cc(C(=O)Nc2ccncc2)ccc1Cl ?
HePTP inhibitor: 7.3; BAP1 inh: 116.0
